# CTSL1 counter = cathepsin L1 inhibition, PFM18AAP counter-screen; recombinant F. hepatica cathepsin L1, Z-Leu-Arg-MCA fluorescence; inhibition, % at 5.96 µM; 0.49% of 300,000 active; AID 1906;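 active = inhibition above the mean of all tested compounds plus 3 SD, set per screening campaign, cut at about 17% in these data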;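 also: 0% = plate median of test compound wells and 100% = 1 µM Z-Phe-Ala-diazomethylketone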
# HCV core dimer = HCV core protein dimerization inhibition; TR-FRET GST/Flag-core106 dimerization, 1536-well; inhibition, % at 5 µM; 0.33% of 300,000 active; AID 1899;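 active = inhibition above the mean of all tested compounds plus 3 SD, set per screening campaign, cut at about 45% in these data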
#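 Test system: GST/Flag-tagged HCV core106 proteins; Medium: KF-containing HEPES buffer, pH 7.45, DTT, CHAPS, BSA; Times: compound-protein-antibody incubation 4 h at 22.5 °C; Detection: TR-FRET 671 and 617 nm emission; Benchmarks: wells lacking GST-core106 and wells with excess unlabelled core106.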
# proCasp3 act = activates human procaspase-3. P42574. recombinant procaspase-3 D3A, Ac-DEVD-pNA absorbance 405 nm. activation, % at 8.5 µM. 0.11% of 330,000 active. AID 463141;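 active = activation above the mean of all tested compounds plus 3 SD, cut at about 21% in these data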;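 also: 0% = DMSO alone and 100% = DMSO wells spiked with extra 5 µM PC-3 D3A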
# Target sequence (P42574 whole entry D9A/D28A/D175A): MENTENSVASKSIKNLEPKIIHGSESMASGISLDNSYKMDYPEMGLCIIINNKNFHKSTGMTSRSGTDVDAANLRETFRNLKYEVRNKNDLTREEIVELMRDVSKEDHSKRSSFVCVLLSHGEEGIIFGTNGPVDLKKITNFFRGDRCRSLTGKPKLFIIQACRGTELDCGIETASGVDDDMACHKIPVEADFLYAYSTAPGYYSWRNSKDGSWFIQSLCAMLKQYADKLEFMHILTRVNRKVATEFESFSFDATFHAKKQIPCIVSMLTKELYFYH
#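 Technique: 405 nm absorbance of p-nitroaniline, reads at 0 and 120 min; Test system: Procaspase-3 D3A mutant; Incubation: 1 h enzyme-compound preincubation, then 2 h substrate reaction, 25 °C; Repeats: singlicate, each compound tested once; Benchmarks: low control DMSO wells, high control DMSO plus 5 µM PC-3 D3A.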
# JMJD2C inh = inhibitors of human GASC-1 (JMJD2C) demethylase. GST-JMJD2C(1-420) H3K9me3 demethylation, DELFIA europium. inhibition, % at 2.35 µM. 0.069% of 330,000 active;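 active = more than half of a compound's replicate wells show inhibition beyond 50%, single wells judged on their own value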;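 also: signal counts dimethyl H3K9 product captured on neutravidin plate; 0% = median of DMSO wells and 100% = 0.3 times that DMSO median; strong numbers were not always called active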
# GRK2 inh = human GRK2 inhibition via aptamer displacement | AID 488847 | bead flow cytometry, FAM-aptamer displacement from GRK2 | P25098 | inhibition of aptamer binding, % at 10 µM | 0.59% of 330,000 active;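 active = inhibition of aptamer binding above 40%, roughly 3 SD of noise, on plates passing a quality check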;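 also: median bead fluorescence of bound FAM aptamer so fluorescent compounds give negative values; no value below 0 was filed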
# PP5 primary = PP5 (human) phosphatase inhibition; P53041; purified PP5c, OMFP substrate fluorescence; inhibition, % at 6.7 µM; 0.18% of 320,000 active; AID 1987;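 active = inhibition above the campaign's mean inhibition across all tested compounds plus 3 SD, cut at about 9.5% in these data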;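 also: 0% = DMSO only and 100% = 100 µM cantharidin control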
# Target sequence (P53041 whole entry, looked up): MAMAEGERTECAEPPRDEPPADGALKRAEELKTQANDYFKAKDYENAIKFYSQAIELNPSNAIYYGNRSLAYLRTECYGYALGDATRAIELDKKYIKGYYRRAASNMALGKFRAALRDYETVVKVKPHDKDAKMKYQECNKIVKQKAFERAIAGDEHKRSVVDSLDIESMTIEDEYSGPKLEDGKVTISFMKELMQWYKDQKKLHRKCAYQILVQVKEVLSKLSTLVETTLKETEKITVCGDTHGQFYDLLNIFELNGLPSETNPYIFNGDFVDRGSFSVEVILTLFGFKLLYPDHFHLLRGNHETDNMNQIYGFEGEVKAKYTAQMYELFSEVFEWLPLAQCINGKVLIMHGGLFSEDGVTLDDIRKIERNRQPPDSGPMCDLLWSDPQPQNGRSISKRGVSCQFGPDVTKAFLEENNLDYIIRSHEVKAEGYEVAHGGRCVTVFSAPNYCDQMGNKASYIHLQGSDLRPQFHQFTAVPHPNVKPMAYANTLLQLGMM
# proCasp7 act = activates human procaspase-7, counter-screen for procaspase-3 activators; P55210; recombinant procaspase-7, Ac-DEVD-pNA absorbance 405 nm; D23A/D198A/D206A triple mutant, cannot self-cleave; scale: DMSO 0, 5 µM enzyme 100; activation, % at 8.5 µM; 0.093% of 330,000 active; AID 463210;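 active = percent activation above the screen-wide mean plus 3 SD, cut at about 25% in these data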
# Target sequence (P55210 whole entry D23A/D198A/D206A): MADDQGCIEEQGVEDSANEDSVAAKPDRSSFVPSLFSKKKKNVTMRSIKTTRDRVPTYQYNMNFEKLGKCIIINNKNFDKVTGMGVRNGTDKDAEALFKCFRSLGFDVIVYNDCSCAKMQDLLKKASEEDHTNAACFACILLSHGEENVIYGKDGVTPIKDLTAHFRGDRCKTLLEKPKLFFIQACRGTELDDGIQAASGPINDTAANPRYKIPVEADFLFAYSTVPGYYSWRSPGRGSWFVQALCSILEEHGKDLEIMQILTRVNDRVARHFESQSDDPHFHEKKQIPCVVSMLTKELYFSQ
#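 Assay system: Uncleavable procaspase-7 mutant enzyme / Input: 2 µM procaspase-7 mutant as dispensed / Dosing: single nominal 8.5 µM compound dose, 0.8% DMSO final / Timing: 1 h enzyme–compound preincubation and 2 h substrate reaction, both 25 °C / Detection: p-Nitroaniline absorbance at 405 nm, read at 0 and 120 min / Replication: singlicate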
# PP1 counter = PP1-alpha (human) inhibition in PP5 counter-screen | AID 2235 | 0.9% of 320,000 active | inhibition, % at 6.7 µM | purified PP1alpha, OMFP fluorescence | P62136;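 active = inhibition above the mean inhibition of all tested compounds plus 3 SD, computed separately for each screening campaign, cut at about 15% in these data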
# VLA-4 inh = inhibition in a human VLA-4 binding assay; 0.2% of 330,000 active; VLA-4 expressing cells, ligand binding flow cytometry; P13612; inhibition, % (about 7 µM as worked out from the volumes in the protocol); AID 2557; in the data active = inhibition above about 50%
# The depositor's hits bear a star; . = not tested or not shown; & = joins results of further samples.
# A first look (5 entries):
SMILES,CTSL1 counter,HCV core dimer,proCasp3 act,JMJD2C inh,GRK2 inh,PP5 primary,proCasp7 act,PP1 counter,VLA-4 inh
CC(C)=NOCC(=O)Nn1c(COc2ccccc2)nc2ccccc2c1=O,6.1,-10.7,4.1,14.4,1.0,3.8,-10.0,-2.4,16.7
O=C(OC(C(=O)Nc1ccc([N+](=O)[O-])cc1Br)c1ccccc1)c1ccccc1 (stereo not given),-28.9,5.2,-9.2,11.9,0.0,8.8,-2.2,9.9,7.4
N#CC(C#N)=CNc1cccnc1,1.9,-4.2,0.6,-2.6,0.0,-0.9,2.9,-2.8,-0.1
CCN(C(=O)COC(=O)c1ccc(Cl)c(S(=O)(=O)N2CCCCC2)c1)C1CCS(=O)(=O)C1 (stereo not given),.,.,5.1,-6.2,5.0,.,15.6,.,8.5
Cc1noc(NS(=O)(=O)c2ccc(NC(=O)CCCOc3ccc(Cl)cc3Cl)cc2)c1C,0.3,19.4,7.8,3.2,1.0,2.6,5.8,6.4,11.7

# Main list (from the top)
SMILES,CTSL1 counter,HCV core dimer,proCasp3 act,JMJD2C inh,GRK2 inh,PP5 primary,proCasp7 act,PP1 counter,VLA-4 inh
CC(C)=NOCC(=O)Nn1c(COc2ccccc2)nc2ccccc2c1=O,6.1,-10.7,4.1,14.4,1.0,3.8,-10.0,-2.4,16.7
O=C(OC(C(=O)Nc1ccc([N+](=O)[O-])cc1Br)c1ccccc1)c1ccccc1 (stereo not given),-28.9,5.2,-9.2,11.9,0.0,8.8,-2.2,9.9,7.4
N#CC(C#N)=CNc1cccnc1,1.9,-4.2,0.6,-2.6,0.0,-0.9,2.9,-2.8,-0.1
CCN(C(=O)COC(=O)c1ccc(Cl)c(S(=O)(=O)N2CCCCC2)c1)C1CCS(=O)(=O)C1 (stereo not given),.,.,5.1,-6.2,5.0,.,15.6,.,8.5
Cc1noc(NS(=O)(=O)c2ccc(NC(=O)CCCOc3ccc(Cl)cc3Cl)cc2)c1C,0.3,19.4,7.8,3.2,1.0,2.6,5.8,6.4,11.7
Cc1cc(-c2ccc(S(=O)(=O)N3CCc4ccccc4C3)s2)on1,1.2,8.6,4.4,1.6,3.0,2.0,-0.9,2.6,9.8
COc1ccc(OC)c(NC(=O)COC(=O)/C=C/c2ccccc2Cl)c1,-15.5,0.1,1.2,17.4,0.0,2.6,-2.0,3.8,0.7
Cc1cccc(C)c1NC(=O)c1ccccc1C(=O)O,1.1,4.0,0.3,7.7,23.0,-2.0,0.1,-0.8,2.6
CN(C)c1ccc(C(=O)NNC(=O)Nc2ccccc2)cc1,-2.0,-5.3,-1.5,-10.9,1.0,0.8,3.4,-1.2,5.8
O=C(c1ccc(Cl)cc1)C1CCCN(Cc2cnn(-c3ccccc3)c2)C1 (stereo not given),2.5,0.8,1.7,5.5,0.0,0.7,4.1,2.4,-27.5
O=C(N/N=C/c1ccccc1C(F)(F)F)c1ccc(O)cc1,2.7,0.7,2.6,-14.2,1.0,-1.8,0.6,4.8,10.6
CCOc1ccccc1C(=O)Nc1ccc(S(=O)(=O)Nc2cc(OC)nc(OC)n2)cc1,1.7,6.9,8.1,-1.2,3.0,2.5,13.8,0.0,6.6
COc1ccc(-c2ccnc3nc(/N=C/N(C)C)nn23)cc1,3.4,-4.9,-7.0,42.6,0.0,3.4,5.8,-0.7,15.1
NC(CS(=O)O)C(=O)O (stereo not given),-1.9,5.7,4.0,.,3.0,-1.4,-7.4,-1.6,22.9
O=C(C[C@H]1C/C=C\CC[C@H](Cc2ccc(F)cc2)C(=O)O[C@@H](c2ccccc2)CNC1=O)N[C@H](CO)Cc1ccccc1,.,.,1.7,10.3,3.0,.,6.9,.,6.2
CCOC(=O)CNC(=O)C(=O)c1c(O)[nH]c2ccccc12,3.4,-5.0,1.0,7.0,1.0,-1.1,-0.1,1.4,14.3
CC(C)CN(C(=O)COC(=O)CN1C(=O)c2ccccc2C1=O)c1c(N)n(Cc2ccccc2)c(=O)[nH]c1=O,-12.3,-2.6,3.2,1.4,0.0,-0.3,3.8,-0.6,32.8
O=S(Cc1ccccc1)CC(O)(c1ccc(Cl)cc1)c1ccc(Cl)cc1 (stereo not given),1.8,-9.5,10.5,-0.8,1.0,4.3,10.8,5.6,29.5
OCCn1c(-c2ccc3c(c2)OCO3)csc1=Nc1ccccc1,3.7,-10.4,-17.5,1.4,4.0,2.4,-21.1,9.7,-3.9
NC(=O)c1ccc(NC(=O)CN2CCN(c3ccc(Cl)cc3)CC2)cc1,-1.5,1.3,4.9,-10.3,5.0,-1.3,6.3,2.5,1.6
CCn1c(C)nc([N+](=O)[O-])c1C(=O)O,-2.7,1.0,6.7,1.2,0.0,3.0,-8.2,-4.2,15.3
O=C(CSc1nc2ccccc2c(=O)n1-c1ccccc1F)NC1CCS(=O)(=O)C1 (stereo not given),.,.,-2.0,10.5,5.0,0.9,-6.2,1.4,-6.8
COc1ccc(N2CC(C(=O)Nc3ccc(S(=O)(=O)N4CCCCC4)cc3)CC2=O)cc1 (stereo not given),-3.3,9.0,1.5,10.0,1.0,3.5,0.4,-1.2,1.0
Clc1ccccc1OCCN1CCC(Cc2ccccc2)CC1,2.9,-2.0,0.6,1.1,0.0,-0.7,-2.8,9.4,0.9
COC(=O)c1ccc(Cn2nc(-c3ccc(C)cc3)ccc2=O)cc1,3.1,3.5,1.1,-3.7,0.0,4.7,-4.0,0.1,6.5
Cn1c(SCc2ccccc2)nnc1-c1ccc2nonc2c1,2.2,-3.2,-5.7,-5.0,3.0,0.4,5.4,-2.5,11.5
Cc1ccsc1C(=O)OCc1nc2ccsc2c(=O)[nH]1,4.4,-1.5,-6.8,3.7,1.0,1.2,3.7,-2.2,8.0
CCOCCCNCc1ccc(OCC(=O)N2CCOCC2)c(OC)c1,-0.6,10.8,7.8,-0.1,1.0,2.3,0.0,-3.9,25.5
Cc1onc(-c2ccccc2Cl)c1C(=O)N1CCN(C/C=C/c2ccccc2)CC1,2.0,1.5,0.3,-1.0,7.0,0.8,1.0,-3.6,14.3
Cc1ccccc1NC(=O)C1c2cccc[n+]2CC(=O)N1c1c(C)cccc1C (stereo not given),1.5,4.8,-3.2,5.6,3.0,2.0,4.9,-1.0,1.3
O=C1CN(C(=O)CN2CCOCC2)C(c2ccccc2)c2cc(Br)ccc2N1 (stereo not given),-3.2,-22.1,8.9,0.6,0.0,2.4,11.5,1.3,21.1
COc1ccc(NC(=O)CSc2nnc(-c3ccccn3)n2N)cc1Cl,0.9,-3.8,3.2,1.6,0.0,-1.0,0.9,-0.2,3.1
O=C(O)CC(=O)NC12CC3CC(CC(C3)C1)C2,2.9&-3.1,1.7&-9.1,8.1&-5.2,1.1&-2.5,1.0&1.0,-1.3&1.0,7.1&9.6,-1.9&-2.1,2.1&-3.4
CCCCN1C(N)=NC[C@@H]1CCCCN,-2.5,4.9,-7.8,-8.4,2.0,0.0,-2.8,-4.9,0.2
Cc1ccc(C(C)(C)C)c(OCCCCN2CCCC2)c1,1.5,-8.8,3.5,-2.6,0.0,0.8,3.1,0.7,3.7
N#CC(c1ccc(Cl)cc1)c1cccc(Cl)n1 (stereo not given),0.1,-4.5,1.1,-10.1,3.0,0.5,-1.0,1.4,12.3
CN(C)CCNC(=O)C(=O)NCC1OCCCN1S(=O)(=O)c1cccs1 (stereo not given),-2.9,-1.8,-7.3,4.4,13.0,-1.6,-5.9,-0.5,18.2
CCCC1Cc2nc(N3CCCCC3)c(C#N)cc2CO1 (stereo not given),0.0,0.3,5.5,-1.1,1.0,-0.4,4.0,-4.3,14.6
Cn1cc(/C=C2/SC(=O)N(CC(=O)Nc3ccc4c(c3)OCO4)C2=O)c2ccccc21,-0.9,26.5,-6.5,-0.9,3.0,0.3,12.7,-9.3,23.8
O=C(NNC(=O)c1sccc1-n1cccc1)c1ccc(F)cc1,-6.6,-3.2,0.6,-2.5,0.0,-2.0,0.5,-7.2,-3.1
CCn1c(SCC(=O)NCc2cccs2)nnc1-c1cccs1,-3.7,-4.3,2.8,-0.7,2.0,1.7,4.2,-1.6,-7.6
CC[C@H](CO)NCCN[C@H](CC)CO,-7.0,-9.9,2.8,-5.0&-4.4,2.0,-2.0,13.4,-9.2,-8.4
COCCn1c(SCc2ccccc2)nc2c1c(=O)[nH]c(=O)n2C,-3.5,13.4,-1.1,7.5,0.0,2.2,5.3,-5.3,18.6
CC1(C(=O)NNC(=S)NCc2ccco2)CC1(Cl)Cl (stereo not given),-4.8,-0.2,1.3,10.1,0.0,1.9,3.3,-3.5,11.2
O=S(=O)(c1ccc(-n2cnnn2)cc1)N1CCC(N2CCCCC2)CC1,-0.7,-1.0,7.2,3.4,2.0,1.0,2.2,-3.0,4.4
COc1cccc(-n2cnc3sc(C)cc3c2=O)c1,0.6,-2.4,-2.8,7.4,0.0,-1.2,5.7,0.1,14.0
COC(=O)c1ccc(COC(=O)CNS(=O)(=O)c2ccccc2)cc1,-21.6,-4.2,3.5,-0.5,5.0,0.5,15.0,0.3,3.2
COc1ccc(/C=C/C(=O)N(C)c2ccccc2C(=O)O)cc1,1.5,0.2,5.2,-13.3,1.0,-1.3,7.5,-1.2,16.3
O=C(c1ccccc1NS(=O)(=O)c1ccc(F)cc1)N1CCCCC1,0.4,0.6,7.9,-5.2,4.0,2.9,0.8,-1.2,-6.3
CCOC(=O)c1c(-c2cccc(C)c2)csc1NC(=O)C1CC=CCC1C(=O)O (stereo not given),-6.6,2.2,-0.5,-2.6,0.0,-8.1,-9.3,2.8,-1.8

# Continued:
SMILES,CTSL1 counter,HCV core dimer,proCasp3 act,JMJD2C inh,GRK2 inh,PP5 primary,proCasp7 act,PP1 counter,VLA-4 inh
Brc1ccc(-c2nnc(-c3ccccc3Br)o2)cc1,0.5,12.2,13.2,1.1,0.0,0.7,13.8,-0.6,3.3
C=CCOc1ccc(C2N3CC4(CC)CN2CC(CC)(C3)C4=O)cc1 (stereo not given),-0.4,1.1,2.9,-0.1,3.0,0.9,5.7,-1.6,-10.4
CC(=O)c1ccc(NC(=O)COC(=O)c2ccccc2Sc2ccccc2C#N)cc1,0.1,9.2,-2.7,-0.5,0.0,3.9,-7.9,-1.8,-9.6
CC1CCc2c(sc(NC(=O)C(=O)NCc3ccco3)c2C#N)C1 (stereo not given),-1.1,-1.4,3.3,-13.3,6.0,1.8,-13.7,20.0*,12.1
Cc1cccnc1N(C(=O)Nc1cccc(Cl)c1)C1=NCC(C)(C)S1,-4.0,-16.8,0.9,-11.5,1.0,4.0,8.6,-3.5,8.8
CN(C)c1ccc(NC(=O)Nc2cccc3ccccc23)cc1,7.4,-15.6,-8.8,1.5,9.0,-0.8,-26.0,13.4,8.6
COc1cc(OC)c(CN2CCCN(C)CC2)cc1Br,-2.6,-7.7,-8.6,-15.9,0.0,1.2,-4.8,-1.5,-3.2
CCOc1ccc(NC(=O)N(CCCN2CCOCC2)Cc2cccnc2)cc1,-4.3,1.1,4.3,-11.5,0.0,0.3,2.9,-1.9,-9.8
COc1ccccc1NC(=O)COC(=O)CCn1c(C)csc1=O,-7.2,1.3,-4.1,8.2,10.0,-0.2,2.6,-8.9,4.2
